# MITF inh: inhibitors of human MITF; 0.91% of 650,000 active; O75030; inhibition, % at 2.6 µM; AlphaScreen MITF homodimerization, bead proximity signal; in the data active = inhibition above about 50%;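 also: 0% = vehicle wells with protein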
# GPR151 ag: human GPR151 activation; Q8TDV0; PathHunter beta-arrestin GPR151 cells, luminescence; activation, % at 11.2 µM; 1% of 650,000 active; in the data active = activation above about 4.9%;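 also: 0% = median of compound wells and 100% = cells with positive control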
# Target sequence (Q8TDV0 whole entry, looked up): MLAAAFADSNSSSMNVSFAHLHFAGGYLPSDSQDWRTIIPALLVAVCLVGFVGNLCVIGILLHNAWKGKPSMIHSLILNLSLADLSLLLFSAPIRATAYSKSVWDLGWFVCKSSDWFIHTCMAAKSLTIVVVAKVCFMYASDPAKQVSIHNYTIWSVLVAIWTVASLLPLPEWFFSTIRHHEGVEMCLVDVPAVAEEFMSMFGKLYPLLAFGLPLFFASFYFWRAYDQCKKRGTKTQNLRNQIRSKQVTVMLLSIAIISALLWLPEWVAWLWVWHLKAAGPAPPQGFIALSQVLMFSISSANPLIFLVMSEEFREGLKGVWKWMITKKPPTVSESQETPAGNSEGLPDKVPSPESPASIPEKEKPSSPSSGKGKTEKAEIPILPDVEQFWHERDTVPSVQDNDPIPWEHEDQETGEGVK
# FBW7 activator: activators of human E3 ligase FBW7; Q969H0; AlphaScreen FBW7–phospho-cyclin E peptide binding, activator screen; normalized activity (activation), % at 26.1 µM; 0.13% of 650,000 active; AID 1259310; in the data active = normalized activity above about 1.9%;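 also: purified mutant Fbw7 with reduced substrate affinity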
# Target sequence (Q969H0 whole entry, looked up): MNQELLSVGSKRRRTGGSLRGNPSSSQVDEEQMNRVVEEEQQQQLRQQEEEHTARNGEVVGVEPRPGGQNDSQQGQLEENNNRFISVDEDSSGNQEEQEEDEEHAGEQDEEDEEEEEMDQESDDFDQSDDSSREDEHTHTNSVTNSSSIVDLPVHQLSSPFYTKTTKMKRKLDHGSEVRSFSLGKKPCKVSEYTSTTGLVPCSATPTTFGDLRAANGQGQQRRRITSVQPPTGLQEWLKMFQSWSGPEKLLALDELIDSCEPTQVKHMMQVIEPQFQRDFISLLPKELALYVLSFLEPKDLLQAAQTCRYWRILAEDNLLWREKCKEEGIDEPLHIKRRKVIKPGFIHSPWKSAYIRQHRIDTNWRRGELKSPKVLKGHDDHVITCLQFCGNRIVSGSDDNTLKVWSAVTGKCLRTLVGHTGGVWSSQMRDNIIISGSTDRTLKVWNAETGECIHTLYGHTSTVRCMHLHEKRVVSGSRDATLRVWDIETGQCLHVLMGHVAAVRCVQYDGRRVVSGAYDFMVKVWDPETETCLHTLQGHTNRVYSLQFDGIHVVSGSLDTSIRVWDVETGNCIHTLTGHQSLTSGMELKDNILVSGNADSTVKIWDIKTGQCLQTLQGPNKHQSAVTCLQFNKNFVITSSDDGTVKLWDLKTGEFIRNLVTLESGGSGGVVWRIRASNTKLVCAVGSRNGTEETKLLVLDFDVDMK
# TEAD-YAP block: TEAD-YAP interaction inhibition; HEK-TIYL cells, TEAD-Gal4/YAP UAS-luciferase luminescence; inhibition, % at 9.12 µM; 1.4% of 640,000 active; AID 1259422; in the data active = inhibition above about 32%;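 also: 0% = median of test compound wells and 100% = reference inhibitor wells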
# An asterisk follows results filed as active; nt = not tested or not shown; & = joins results of further samples.
# Results follow in this order: MITF inh, GPR151 ag, FBW7 activator, TEAD-YAP block
> O=C(Cn1c(COc2ccccc2)nc2ccccc21)N1CCOCC1
    10.3, -0.9, 0.5, 8.2
> CCOc1ccccc1NC(=O)CSc1nnc(NC(=O)CC)s1
    14.9, -0.2, 0.1, 3.1
> O=C(COc1ccccc1[N+](=O)[O-])N=Nc1c(O)[nH]c(=O)[nH]c1=O
    15.1, -0.9, -0.3, 19.6
> Cc1ccc(N2C(=O)CSC2c2ccc(Cl)cc2Cl)cc1 (configuration not stated)
    -4.3, -0.9, 0.7, 0.8
> Cc1nnc(SCCNS(=O)(=O)c2ccccc2)s1
    0.4, 0.0, -0.3, 6.3
> CCOC(=O)c1c(C)n(-c2ccccc2)c2c1cc(OC(=O)c1ccc(C)cc1)c1ccccc12
    0.2, 0.2, 0.1, -2.1
> COC(=O)c1ccc(C2C(C#N)=C(N)Oc3c2c(C)nn3-c2cccc(Cl)c2)cc1 (configuration not stated)
    -9.2, 0.5, -0.7, -4.3
> COc1cccc2sc(NC(=O)CCSc3ccc(F)cc3)nc12
    -7.2, 0.2, -0.1, 9.4
> C=C(C)COc1ccc2c(C)c(CC(=O)OC)c(=O)oc2c1C
    -2.5, -0.6, 0.0, -56.9
> CCC1CN(CCNC(=O)c2ccc3c(c2)OCCO3)Cc2cc(OC)ccc2O1 (configuration not stated)
    -1.8, 0.3, 0.0, 5.4
> Cc1cc(C)cc(NC(=O)c2ccc(CN3CCc4ccccc4C3)cc2)c1
    3.5, -0.5, 0.0, 9.7
> COc1ccc(CCNC(=O)Cn2c(=O)[nH]c3ccccc3c2=O)cc1OC
    19.7, -1.6, 0.4, 12.3
> CC(C)Cn1c(Br)nc2c1c(=O)n(C)c(=O)n2C
    22.3, -1.0, 0.1, 0.9
> Fc1ccc(-c2nc3ccc(C(F)(F)F)cc3nc2-c2ccc(F)cc2)cc1
    0.4, -0.1, 0.1, -1.6
> Cc1cc(C)nc(N/N=C/c2ccc(F)cc2F)n1
    11.1, -0.5, -0.3, -31.1
> Cc1cccc(N2C(=O)c3ccccc3C2=O)c1
    -4.5, -1.4, 0.0, 8.7
> CC(C)(C)c1ccc(C2/C(=C(\O)c3ccc(F)cc3)C(=O)C(=O)N2c2nccs2)cc1 (configuration not stated)
    0.0, -0.4, 0.0, 6.2
> CCOc1ccc(N2CC(C(=O)OCC(=O)c3ccc(Cl)cc3)CC2=O)cc1 (configuration not stated)
    5.9, -1.0, 0.1, -4.4
> O=c1[nH]c(SCCOc2ccccc2F)nc2ccccc12
    -5.9&-5.0, 1.0&1.4, -0.1&-0.2, -13.1&-8.7
> CCCCOc1cc(OCCCC)c2c3c(c(=O)oc2c1)CCCC3
    -5.9, 0.6, 0.0, -0.3
> Cc1n[nH]c(C)c1-c1nc2ccccc2[nH]1
    12.8, -0.2, -0.1, 0.1
> O=C(NCCO)C(=O)NCc1ccco1
    6.7, 1.1, 0.0, 5.1
> S=C1NNC(c2ccc3c(c2)OCO3)NN1
    17.0, 0.2, -0.1, -18.5
> CN(CCCNC(=O)Cn1cc2c(n1)CCCC2)C1CCCCC1
    -2.6, 0.1, 0.1, 6.2
> O=C(CCCN1C(=O)S/C(=C/c2ccccc2)C1=S)Nc1ccc(C(=O)O)cc1
    -5.3, 0.0, 0.0, -10.8
> O=C(NCCCN1CCOCC1)c1nn2c(c1Cl)NC(c1ccc(Cl)cc1)CC2C(F)(F)F (configuration not stated)
    8.9, 0.1, 1.5, 8.2
> N#C/C(=C/c1ccc(C#N)cc1)c1nc2ccccc2[nH]1
    13.5, -0.7, 0.4, -19.9
> COCCNc1cc(-c2ccncc2)nc(-c2ccncc2)n1
    0.3, -0.6, -0.1, 7.4
> CC(C)(C)n1nc(N)c2cc([N+](=O)[O-])ccc21
    3.8, -1.2, -0.1, -14.7
> Cc1noc(C)c1C(=O)Nc1nc(-c2ccc([N+](=O)[O-])cc2)cs1
    -8.6, 1.2, -0.2, 15.2
> CCCCCCc1cc2c3c(c(=O)oc2cc1OCc1ccc(F)cc1)CCCC3
    2.6, 0.7, 0.3, -1.5
> COc1cc(OC)c(NC(=O)CSc2nnc(NC(C)=O)s2)cc1Cl
    11.9, -0.9, 0.1, 14.4
> C/C(=N\NC(=O)c1c(N)no[n+]1[O-])c1ccccc1O
    3.5, -0.8, -0.1, -4.9
> O=C(Nc1nn2cnnc2s1)C1CCCC1
    15.8, -0.7, 0.0, -15.8
> CC(C)N(Cc1ccccc1)S(=O)(=O)N(C)C
    2.1, 2.1, 0.2, -7.8
> CCOC(=O)c1c(C)oc2c(Cl)cc(NS(=O)(=O)c3ccccc3)cc12
    9.9, 0.0, -0.1, -3.7
> CCC(C)(C)n1nnnc1CN1CCSCC1
    -1.0, -0.2, 0.0, -4.1
> O=C(NCC1CCCN(Cc2cccn2-c2ncccn2)C1)c1n[nH]c2ccccc12 (configuration not stated)
    5.1, 3.4, -0.1, 33.7*
> N#Cc1ccsc1NC(=O)CSc1nnc(Nc2ccccc2F)s1
    3.9, -9.6, 0.1, -18.9
> CCc1ccccc1NC(=O)c1cccc(C(=O)Nc2ccccc2CC)c1
    5.3, 0.6, -0.1, 2.9
> Cc1cc([N+](=O)[O-])ccc1N=Cc1cccc(O)c1O
    -7.8, 0.9, -0.1, -2.7
> CCCC(=O)Nc1c(C)cccc1CC
    -0.4, -1.6, 0.3, -0.1
> CCc1ccccc1N(C)S(=O)(=O)c1ccc2[nH]cc(C(=O)N3CCCCCC3)c(=O)c2c1
    4.4, -0.4, 0.0, 8.4
> CCOc1ccccc1NC(=O)CCC(=O)O
    7.3, 1.1, 0.3, 5.3
> CC(NC(=O)c1ccccc1)c1nc2ccccc2n1C (configuration not stated)
    1.4, -0.6, 0.0, 0.0
> Oc1cccc(/C=N/n2c(-c3ccncc3)n[nH]c2=S)c1
    19.3, -1.6, -0.1, -2.5
> COCCn1c2ccccc2n2c(=O)n(CC(=O)NC3CCCCC3)nc12
    3.4, -1.6, 0.2, 7.3
> NC(=O)c1cc2cccc3c2n(c1=O)CC3
    10.7, -1.6, 0.4, 10.2
> CCCn1c(SCC(=O)c2c(C)[nH]c3ccccc23)n[nH]c1=O
    5.2, 0.8, 0.2, -3.6
> Cc1nc2cc(C(=O)NCc3ccccc3Cl)ccc2n1-c1ccc(OCc2ccccc2)cc1
    17.7, -0.3, 0.5, 2.7

# (continued)
# Results follow in this order: MITF inh, GPR151 ag, FBW7 activator, TEAD-YAP block
> CCOC(=O)NC1(C(F)(F)F)NC(=O)N(Cc2cccnc2)C1=O (configuration not stated)
    6.7, 0.0, 0.1, 3.4
> COc1ccc(C(=O)Oc2ccc3c(C)cc(=O)oc3c2C(C)=O)cc1OC
    -6.7, -0.2, -0.1, 0.4
> CCN(CC)c1ccc2cc(C(=O)Nc3cccc4ccccc34)c(=N)oc2c1
    -15.9, 2.0, -0.1, -4.0
> CCOc1ccc(-n2c(C)cn3c4c(=O)n(CCC(C)C)c(=O)n(C)c4nc23)cc1
    -6.9, -1.0, 0.1, 1.8
> COC(=O)c1cccc(CN2C(=O)S/C(=C\c3ccc(O)c(OC)c3)C2=O)c1
    3.5, -1.0, -0.1, 5.7
> Cc1cc(NCc2ccc3c(c2)OCO3)n2ncnc2n1
    -18.6, -0.4, -0.2, 10.0
> Cc1nc(C)c(-c2csc(Nc3ccc(F)cc3)n2)s1
    8.1, -0.6, 0.4, -42.9
> CCc1ccccc1NC(=O)CN1C(=O)C(C)(C)Oc2ccc(C(=O)NC(C)C)cc21
    8.9, -0.1, -0.1, 10.6
> CS(=O)(=O)N1CCN(CC(=O)NC2CCCCC2)CC1
    -6.3, 0.6, -0.1, 6.8
> CC1=C(C(=O)OCC2CCCO2)C(c2ccccc2OCc2ccccc2)NC(=O)N1 (configuration not stated)
    -2.3, 1.1, 0.0, -14.5
> CSc1ncc(Cl)c(C(=O)Nc2cccnc2)n1
    -13.7, 2.5, 0.0, 5.3
> CC(=O)C(C)N=C(NS(=O)(=O)c1ccccc1)c1ccccc1 (configuration not stated)
    -2.4, 0.9, -0.2, 1.1
> COc1ccc(Cc2nnc(NC(=O)C3CCCO3)s2)cc1OC (configuration not stated)
    4.4, -0.4, -0.1, -8.3
> Cn1c(=NC(=O)CN2C(=O)c3ccccc3C2=O)sc2cccc(F)c21
    -5.5, 1.5, 0.1, 3.9
> Cc1ccc(NC2=C(N)C(=O)c3ccccc3C2=O)cc1
    -0.1, -1.3, -0.2, -43.7
> COc1ccc(CC(=O)N2CCCC2)cc1
    -4.9, 0.5, 0.0, 3.8
> CCCCCCCC/C(=C\CCCCCCCC(=O)O)[N+](=O)[O-]
    3.2, 0.1, nt, nt
> NS(=O)(=O)c1ccc(NC(=O)c2ccc(-c3ccc(Br)cc3)o2)cc1
    1.1, -0.2, -0.3, -11.5
> O=C1C2CC=CCC2C(=O)N1c1n[nH]c(-c2ccco2)n1 (configuration not stated)
    15.1, -0.4, -0.1, 3.5
> COc1ccc(S(=O)(=O)NCCC(=O)OCc2csc(-c3ccccc3)n2)cc1
    -3.6, 1.3, 0.0, -14.4
> COC(=O)c1c(OCc2cccnc2)cc(=O)n2c1CCN(Cc1ccc(C)o1)CC2
    0.2, 0.0, 0.0, -9.7
> CCOc1ccc(N(CCC#N)S(=O)(=O)c2ccc(C(C)(C)C)cc2)cc1
    11.5, -1.0, 0.3, 11.5
> O=C(CSc1nc2cc3c(cc2c(=O)n1Cc1ccc(C(=O)N2CCN(c4ccccc4)CC2)cc1)OCO3)Nc1ccc(F)cc1
    -0.9, 0.1, -0.1, 8.0
> Cc1nc(SCC(=O)c2ccc(Cl)cc2)c2c(=O)n(C)c(=O)n(C)c2n1
    15.0, 0.5, 0.0, -2.5
> CCCCOc1ccc(/C=c2\sc3nc(=O)c(C)nn3c2=O)cc1OC
    -18.6, -0.3, 0.0, -12.2
> COc1ccc(-c2nnc(NC(=O)c3ccc(Cl)cc3Cl)o2)cc1
    8.8, -0.4, 0.1, -7.0
> COc1ccc(N2C(=O)NC(=O)/C(=C\c3ccc(F)cc3)C2=O)cc1
    -4.8, 5.5*, -0.1, 2.4
> COc1ccc(Nc2cc(C)nc(N3CCN(S(=O)(=O)c4ccc(OC)cc4)CC3)n2)cc1
    3.0, 0.4, -0.2, 2.5
> COC(=O)NCCOc1cc(C)ccc1C
    -6.9, -1.0, -0.2, -2.3
> CC(NC(=O)COC(=O)C12CC3CC(CC(O)(C3)C1)C2)c1ccccc1 (configuration not stated)
    -3.2, 1.0, -0.2, -3.4

# Full records, quoted from the list.
# Shown for `COc1ccc(N2C(=O)NC(=O)/C(=C\c3ccc(F)cc3)C2=O)cc1` → MITF inh = -4.8; GPR151 ag = 5.5*; FBW7 activator = -0.1; TEAD-YAP block = 2.4
# Shown for `COC(=O)NCCOc1cc(C)ccc1C` → MITF inh = -6.9; GPR151 ag = -1.0; FBW7 activator = -0.2; TEAD-YAP block = -2.3

# Other results follow:
# Results follow in this order: MITF inh, GPR151 ag, FBW7 activator, TEAD-YAP block
> C=CCNC(=S)Nc1ccc(F)cc1
    -8.8, -0.5, 0.0, 2.4
> COc1ccccc1NC(=O)CSc1nccn1-c1cccc(Cl)c1
    18.6, -0.6, 0.0, -2.0
> CS(=O)(=O)c1ccc(N2CCN(Cc3ncc[nH]3)CC2)c(Cl)c1
    -6.6, -1.8, 0.0, -12.7
> O=C(Nc1nnc(C(c2ccccc2)c2ccccc2)s1)c1ccccc1F
    13.6, -0.4, 0.0, -5.1
> Cc1ccn2c(C(=O)c3cc4ccccc4o3)cnc2c1
    6.7, -0.1, 0.2, -81.1
> CC(C)=NOCC(=O)Nc1ccccc1C
    12.7, -0.2, 0.4, -7.3
> CC(C)CCNC(=O)CCNC(=O)c1cccs1
    -7.6, 0.5, 0.1, 6.8
> COc1ccc(/C=C(/NC(=O)c2ccccc2)C(=O)Nc2cccc(C(=O)O)c2)cc1
    14.8, -1.3, 0.0, -3.8
> O=C(Nc1nccs1)c1ccc(Oc2ccc([N+](=O)[O-])cc2)cc1
    15.5, -1.4, 0.0, 11.7
> CCCc1ccc(OC(C)C(=O)Nc2sc3c(c2C#N)CCCCC3)cc1 (configuration not stated)
    -8.9, 0.5, -0.1, -2.0
> CC1CCCC(NC(=O)COC(=O)CNC(=O)c2ccc(-c3ccccc3)cc2)C1C (configuration not stated)
    8.8, -0.3, 0.0, 6.3
> Cc1ccc(NC(=O)C2C(C)Nc3ncnn3C2c2ccccc2)c(C)c1 (configuration not stated)
    -10.3, -0.1, 0.1, 1.0
> COc1cccc(C(=O)Nn2c(-c3ccc(Br)cc3)nc3ccccc3c2=O)c1
    8.3, -0.4, -0.2, 2.9
> COc1ccc(CN(CCC(c2ccccc2)c2ccc3c(c2)OCO3)C(C)=O)cc1 (configuration not stated)
    17.5, -1.1, 0.1, -8.9
> O=C1OC(c2cc([N+](=O)[O-])ccc2Cl)=N/C1=C\c1ccco1
    -2.1, -0.7, -0.1, -9.2
> O=C(O)c1ccc(/C=N/NC(=S)NC2CCCCC2)cc1
    -11.6, -0.2, 0.5, -4.1
> Cc1cc(C)c(NC(=O)c2sc3nc4c(c(-c5cccs5)c3c2N)CCC4)c(C)c1
    1.2, -1.2, 0.1, -4.1
> O=C(Oc1cc(=O)oc2ccccc12)c1ccco1
    20.4, 1.0, 0.1, 3.2
> C=CCn1c(COc2ccc(OC)cc2)nc2ccccc21
    -4.2, -0.7, -0.3, -59.1
> O=C(NCC1CCC2(CCN(Cc3c[nH]c4ccccc34)CC2)O1)C1CCOCC1 (configuration not stated)
    26.4, -0.9, 0.7, -7.9
> O=C(Cc1ccccc1)Nc1ccc(NC(=S)NC(=O)c2ccco2)cc1
    -1.2, 0.4, 0.0, -2.4
> CCOc1ccc(C(C)NC(=O)c2ccc(C)cc2)cc1 (configuration not stated)
    -9.2, 3.9, -0.1, 0.3

# Compound activity deposited in PubChem by The Scripps Research Institute Molecular Screening Center.
